AmpC inh detg: inhibitors of E. coli AmpC beta-lactamase with detergent; P00811; 0.041% of 370,000 active; Potency, µM (doses to about 114 µM), for the others: top-dose activity change, negative = inhibition, usual class: inhibitors; AmpC hydrolysis of nitrocefin, absorbance 480 nm, 0.01% Triton;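 further: potency means the concentration at half of the fitted maximal effect; 0% = no-compound wells and -100% = no-enzyme wells; nearly all actives have a fitted effect of over 25% in size; some results filed as inactive show a strong effect at the top dose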
Target sequence (P00811 whole entry, looked up): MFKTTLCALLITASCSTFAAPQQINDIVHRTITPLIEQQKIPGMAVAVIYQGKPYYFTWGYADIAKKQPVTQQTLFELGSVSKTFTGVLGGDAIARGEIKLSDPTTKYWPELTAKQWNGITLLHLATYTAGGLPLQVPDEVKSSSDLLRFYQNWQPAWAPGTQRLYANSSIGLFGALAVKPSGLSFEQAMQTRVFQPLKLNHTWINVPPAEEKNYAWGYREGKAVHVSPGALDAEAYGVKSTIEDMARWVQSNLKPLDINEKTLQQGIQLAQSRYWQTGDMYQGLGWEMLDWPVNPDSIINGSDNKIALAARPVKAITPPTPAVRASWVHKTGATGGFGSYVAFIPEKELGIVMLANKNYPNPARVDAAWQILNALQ
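20 mM phosphate pH 7.0 + 0.01% (detergent screen) or 0.0001% Triton X-100; 5.3 nM AmpC reagent; cpd preinc 15 min RT; nitrocefin (800 uM stock) to start; A480 q20 s × 4 min; Activity was normalised to no-enzyme and no-compound control wells.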
TbPYK inhibitor: inhibitors of Trypanosoma brucei pyruvate kinase; Q57TT1; TbPYK enzyme, Kinase-Glo Plus ATP luminescence, 45 min; Potency, µM (titrated, usually from 76.8 µM), inactives show at the highest dose activity, negative = inhibition, actives largely listed as inhibitors; 0.12% of 410,000 active; AID 624173; further: potency means the concentration at half of the fitted maximal effect; nearly all actives have a fitted effect of over 50% in size
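Glycolytic pyruvate kinase of T. brucei was incubated with substrate, test compound and 130 uM ADP for 45 minutes at room temperature. Luminescent Kinase-Glo Plus signal was measured after 10 minutes.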
AmpC inh no detg: inhibitors of E. coli AmpC beta-lactamase without detergent | 0.52% of 330,000 active | Potency, µM (series often up to 57.1 µM), inactives show top-dose activity change, negative = inhibition, most hits filed as inhibitors | P00811 | AmpC nitrocefin hydrolysis, absorbance 480 nm, 0.0001% Triton;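 further: potency means the concentration at half of the fitted maximal effect; plate controls were no compound for no effect and no enzyme for full effect; nearly all actives have a fitted effect of over 20% in size; some results filed as inactive show a strong effect at the top dose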
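20 mM phosphate pH 7.0 + 0.01% (detergent screen) or 0.0001% Triton X-100; 5.3 nM AmpC reagent; cpd preinc 15 min RT; nitrocefin (800 uM stock) to start; A480 q20 s × 4 min; Activity was normalised to no-enzyme and no-compound control wells.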
Sm TGR inh: blocks Schistosoma mansoni thioredoxin glutathione reductase; Q962Y6; purified TGR, DTNB reduction, TNB absorbance 405 nm; Potency, µM (doses to about 114 µM), without a hit: at the top dose activity change, negative = inhibition, usual class: inhibitors; 3% of 360,000 active; AID 485364; further: potency means the concentration at half of the fitted maximal effect; nearly all actives have a fitted effect of over 60% in size
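TGR 20 nM + NADPH 100 uM (dispensed conc.), cpd preinc 15 min RT; start with NADPH (500 uM addition) then DTNB (15 mM addition). Kinetic TNB absorbance, 405 nm filter. Four-parameter Hill fit across titration.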
LmPK inhibitor: inhibitors of Leishmania mexicana pyruvate kinase | Q27686 | purified LmPK, Kinase-Glo ATP luminescence, 1 h | Potency, µM (titrated, usually from 57.5 µM), without a hit: at the highest dose activity change, negative = inhibition, most hits filed as inhibitors | 0.37% of 290,000 active; further: potency means the concentration at half of the fitted maximal effect
Target sequence (Q27686 whole entry, looked up): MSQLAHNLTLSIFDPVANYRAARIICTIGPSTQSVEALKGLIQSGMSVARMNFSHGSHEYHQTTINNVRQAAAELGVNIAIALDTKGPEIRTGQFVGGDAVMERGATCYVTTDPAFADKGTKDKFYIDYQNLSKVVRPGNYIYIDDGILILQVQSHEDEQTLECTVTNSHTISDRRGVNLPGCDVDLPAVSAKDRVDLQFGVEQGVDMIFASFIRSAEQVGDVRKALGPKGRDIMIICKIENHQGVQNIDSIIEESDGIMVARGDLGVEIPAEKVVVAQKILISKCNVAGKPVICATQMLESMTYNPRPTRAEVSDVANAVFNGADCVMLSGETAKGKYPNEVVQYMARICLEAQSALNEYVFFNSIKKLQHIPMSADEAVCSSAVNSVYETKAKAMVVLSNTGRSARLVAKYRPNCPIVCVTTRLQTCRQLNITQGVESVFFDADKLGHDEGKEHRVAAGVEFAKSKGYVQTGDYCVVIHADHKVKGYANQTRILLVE
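ATP generated from ADP (0.1 mM) and PEP (0.5 mM) by 0.1 nM LmPK over 1 h at room temperature (pH 7.2 imidazole buffer) was detected by coupled luciferase luminescence. Values were normalized to uninhibited and no-enzyme wells.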
HCMV inh: human cytomegalovirus inhibition; activity change, negative = inhibition, % at 57.5 µM; HFF cells, HCMV-luciferase reporter, 72 h; active compounds read low; 4.5% of 410,000 active; in the data active means activity change below about -60%; inconclusive means no clear call, values can overlap the other calls; inactive means above about -39%
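Human foreskin fibroblasts infected with luciferase-reporter HCMV at MOI 1 PFU/cell, compounds at two doses. Luciferase measured 72 h post infection; normalized to buffer-only basal and Salinomycin (10uM) controls.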
AMA1-RON2 inh: AMA1-RON2 (P. falciparum) interaction inhibition | AlphaScreen AMA1-biotinylated RON2 peptide binding | Potency, µM (highest dose often 58.2 µM), inactives show top-dose activity change, negative = inhibition, actives largely listed as inhibitors | 0.2% of 360,000 active | AID 720542;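 further: potency means the concentration at half of the fitted maximal effect; 0% = vehicle wells and -100% = peptide control; nearly all actives have a fitted effect of over 45% in size; some results filed as inactive show a strong effect at the top dose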
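AMA1 (3D7) with his tag at 25 nM final met compounds first, then biotinylated RON2 peptide at 25 nM; detection used donor plus acceptor beads, 10 µg/mL apiece, read by AlphaScreen after 30 min at room temperature.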
Starred values were filed as active, the others as inactive; ? = inconclusive; / = no result given; & = joins results of further samples; [ ] = another dose, or the depositor's remark. Unless noted, the call rests on the fitted dose curve; in most records, active means well fitted curve in the direction sought with a large enough effect; inconclusive means small, poorly fitted or top-dose-only effect, or another doubt; inactive means no such curve, though single readings can be large; an effect the other way counts as inactive or inconclusive. Unless noted, on the % scale 0 is the no-effect control and ±100 the full control effect.

SMILES | AmpC inh detg | TbPYK inhibitor | AmpC inh no detg | Sm TGR inh | LmPK inhibitor | HCMV inh | AMA1-RON2 inh
COc1ccc(CC(=O)NCc2ccccc2F)cc1S(=O)(=O)N1CCOCC1 | / | 1% | / | / | / | -30 | -9%
C=CC[C@@H](CC(=O)N[C@@H](CO)Cc1ccccc1)C(=O)N[C@@H](COC(=O)[C@H](CC=C)CC(=O)OC(C)(C)C)Cc1c[nH]c2ccccc12 | / | 8% | 142%[activator] | / | / | -6 | 1%
CCn1c(C)c(C(C)=O)c(SC)nc1=S | -3% | -1% | -17% | -26% | 5% | -17 | 1%
Cc1cc(Cl)ccc1NC(=O)COC(=O)c1nc2nccc(C)n2n1 | 4% | -7% | -7% | 10% | 7% | 14 | -1%
O=C(Nc1ncc(Cc2ccc(Cl)cc2)s1)c1ccc2c(c1)CC(c1ccccc1)OC2=O (stereo unspecified) | 10% | -5% | / | -2% | / | 8 | /
O=C(NCC(c1cccnc1)N1CCOCC1)c1cccs1 (stereo unspecified) | -7% | -3% | -7% | -22% | -4% | -8 | -7%
COc1ccccc1CNC(=O)c1ccc(N2CCCC2)c(NC(=O)NCc2ccc(F)cc2)c1 | 8% | 4% | / | 9% | / | -17 | /
CCN(Cc1ccccc1)Cc1ccc(OCc2ccccc2)c(OC)c1 | ? | -19% | 10% | -1% | -1% | 42 | 0%
Cc1ccc(S(=O)(=O)NC(=O)N2CCCN(Cc3ccc(F)cc3)CC2)cc1 | 0% | -4% | -14% | ? | 2% | 8 | -3%
CC(NC(=O)NC12CC3CC(CC(C3)C1)C2)c1ccc2c(c1)OCO2 (stereo unspecified) | -12% | 5% | 0%[2.29 µM] | -1% | 0% | ? | -7%
COc1cc(C(F)(F)F)nc2c(Br)c(C(C)(C)C)nn12 | 2% | 1% | 121%[activator] | 14% | 5% | -1 | 13%
Cc1ncoc1C(=O)N1CCCC(N2CCN(c3cccc(C(F)(F)F)c3)CC2)C1 (stereo unspecified) | 4% | -1% | 181%[activator] | -33% | -4% | -21 | 7%
O=C(NCCCn1ccnc1)c1cc(C2CC2)on1 | ? | -1% | 1% | 4% | 1% | 17 | -1%
COc1ccc(NC(=O)O/N=C/c2ccc(N(C)C)cc2)cc1 | -8% | -2% | -27% | 1% | -1% | 35 | -14%
CCCCCC(C)NC(=O)CN1C(=O)NC(C)(c2ccc3ccccc3c2)C1=O (stereo unspecified) | 6% | -3% | -24% | -21% | -13% | -1 | 0%
COC(=O)[C@H](C)NC(=O)NCCC1=CCCCC1 | 8% | -3% | 0% | 10% | 0% | -5 | 1%
CCCC(=O)Oc1cccc(C2NC(=O)c3ccccc3O2)c1 (stereo unspecified) | -11% | 2% | -14% | -1% | 4% | -12 | 0%
O=C(OC(C(=O)NC1CCCC1)c1ccncc1)C1=Cc2ccccc2OC1 (stereo unspecified) | -2% | 5% | -5% | -1% | 1% | 33 | 19%
O=C(O)c1cccc(NC(=S)NC(NC(=O)c2ccccc2[N+](=O)[O-])C(Cl)(Cl)Cl)c1 (stereo unspecified) | 10% | -18% | 1% | -23% | 7% | 5 | -2%
COc1ccc(CNC(=O)c2ccc(NC(=O)N3CCCCc4ccccc43)cc2)c(OC)c1 | 0% | -5% | / | 9% | / | 3 | /
CN(Cc1ccccc1)C(=O)c1cn(C)c2ccc(S(=O)(=O)N3CCCC3)cc2c1=O | -2% | -6% | 44% | -7% | 6% | ? | 12%
Cc1cc(C)cc(OCC(=O)OCC(=O)Nc2ccc(Cl)cn2)c1 | -1% | -5% | -13% | 9% | 0% | 27 | 28%
CSc1nc(C)c(Cl)c(C)c1C#N | 1% | -3% | -12% | 6% | -5% | 71 | 50%[activator]
C[N+](C)(C)CCCC(=O)c1ccc2c(c1)OCO2 | 1% | -1% | -6% | -10% | 9% | 36 | -6%
COc1ccc(-c2n[nH]c(=S)n2Cc2ccccc2)cc1OC | -5% | ? | -13% | ? | ? | -6 | 84%[activator]

(next part)
SMILES | AmpC inh detg | TbPYK inhibitor | AmpC inh no detg | Sm TGR inh | LmPK inhibitor | HCMV inh | AMA1-RON2 inh
CCCOc1cccc(C(=O)N(Cc2ccccc2)C2CCS(=O)(=O)C2)c1 (stereo unspecified) | -16% | -2% | 50% | 4% | -1% | -66* | 9%
CSc1ccc(CCNS(=O)(=O)c2ccc3c(c2)C(C)(C)C(=O)N3C)cc1 | 2%&-1% | 0%&-12% | 2% | -11%&2% | 1% | 6&-5 | -6%
Cn1nc(CC(=O)Nc2ccc3c(c2)CCC3)c2ccccc2c1=O | -2% | 4% | -10% | 6% | 4% | -36 | 22%
Cc1csc(-c2cc(C(=O)NCc3cc(C(F)(F)F)cc(C(F)(F)F)c3)n[nH]2)c1 | / | 0% | / | / | / | -17 | -6%
O=c1ccc(-c2ccc(S(=O)(=O)Nc3ccccc3Cl)o2)n[nH]1 | 3% | -3% | -13% | 40µM* | -2% | -29 | 1%
CCN(Cc1ccccc1)C(=O)CN1C(=O)COc2ccc(S(=O)(=O)N3CCCCCC3)cc21 | -2%&3% | -1%&6% | 84%[activator] | -9%&-1% | 2% | -77* | -10%
CCc1c(C(=O)Nc2ccc(C)c(C)c2)[nH]c(C)c1C(C)=O | 1% | -7% | -24% | 6% | -2% | 65 | -10%
CC(=O)c1nn(-c2ccc(Br)cc2)cc1C(=O)c1ccco1 | ? | -1% | -25% | -10% | 3% | -11 | -27%
CC(OC(=O)c1ccc(S(=O)(=O)NCc2ccco2)cc1)C(=O)Nc1ccc(Cl)cn1 (stereo unspecified) | 5% | -2% | -33% | 1% | 6% | 51 | -8%
CSc1nnc(NC(=O)C2CCCCC2)s1 | ? | 2% | -13% | 4% | 1% | 55 | -2%
CCCOc1ccc(C(=O)N2CCC(c3nc4ccccc4s3)CC2)cc1 | 16% | -3% | / | 13% | / | 5 | /
CC(C)C[C@H](NC(=O)c1[nH]cnc1C(=O)N[C@@H](C)c1ccccc1)C(=O)OC(C)(C)C | 3% | -3% | 34% | -9% | 5% | -27 | 145%[activator]
O=C(N/N=C/c1cccs1)c1ccc2ccccc2c1 | -15% | 3% | -45% | 2% | -3% | 1 | 17%
CCc1nc2ccc(C(=O)Nc3cc(-c4ccccc4)ccc3OC)cn2c1N(C=O)CCC(C)C | / | -3% | / | / | / | 0 | -3%
CN(C)S(=O)(=O)c1ccc(Cl)c(C(=O)NNC(=O)Cn2ccc(C(F)(F)F)n2)c1 | ? | 0% | -17% | 0% | / | 1 | 138%[activator]
COc1cccc(CNC(=O)c2ccc(NC(=O)CC3SC(N4CCCC4)=NC3=O)cc2)c1 (stereo unspecified) | 3% | -10% | 47% | -17% | / | -12 | -16%
CCCS(=O)(=O)NC(=O)C1(C)CCN(C(=O)c2ccccc2OC(F)(F)F)C1 (stereo unspecified) | / | 3% | / | / | / | 16 | 2%
COc1ccc(/C(N)=N/OC(=O)c2cccc([N+](=O)[O-])c2C)cc1 | 0% | -2% | -10% | / | -5% | 93 | -9%
Cc1ccc(N(CN2C(=O)c3ccccc3C2=O)C(=O)c2ccc([N+](=O)[O-])cc2[N+](=O)[O-])cc1 | -5% | -4% | -22% | -5% | 2% | -1 | -19%
Cc1ccc2c(=O)c(C(=O)c3ccccc3)cn(CC(=O)Nc3ccc4c(c3)OCCO4)c2n1 | 16% | 1% | / | 0% | / | 4 | /
O=C(CCCOc1ccc(Cl)cc1)Nc1cccc(C(=O)O)c1 | 4% | -1% | -19% | -29% | 4% | ? | -10%
CCOC(=O)c1sc2nccc(N(C)C)c2c1N=CNOCc1ccccc1 | 1% | 8% | 93%[activator] | 5% | -9% | 11 | 78%[activator]
CSc1cccc(CNC(=O)C2CCC(=O)N(CCCN3CCCC3=O)C2)c1 (stereo unspecified) | 1% | -6% | -23% | -9% | -10% | 75 | 25%
Cc1cc(C)c2c(N)c(C(=O)NN3CC(=O)N(c4cccc(Cl)c4)CC3=O)sc2n1 | 11% | 1% | 108%[activator] | 8% | 7% | -10 | 3%
O=C(/C=C/c1ccc(Br)o1)Nc1nccs1 | -12% | -3% | -12%[11.4 µM] | 3.2µM* | -11% | 14 | 5%

The list continues.
SMILES | AmpC inh detg | TbPYK inhibitor | AmpC inh no detg | Sm TGR inh | LmPK inhibitor | HCMV inh | AMA1-RON2 inh
O=c1oc2ccccc2c(N2CCN(c3ccccc3F)CC2)c1CN1CCCC1 | 15% | 4% | / | -5% | / | -14 | /
CC[C@H](C)NC(=O)CCCCCn1c(=S)[nH]c2c([nH]c3ccc(OC)cc32)c1=O | 1% | -20% | -11% | -7% | 3% | 55 | 77%[activator]
Cc1ccc(NC(=O)CN2C(=O)COc3ccc(S(=O)(=O)N4CCOCC4)cc32)cc1F | -7% | -2% | -13% | -10% | -1% | 0 | -3%
COc1cccc(CN2C(=O)c3ccccc3Sc3ccc(C(=O)NCCc4ccc(C)cc4)cc32)c1 | 3% | -1% | / | -116% | / | 9 | /
CCCCC(=O)N=c1sc2c(OC)ccc(OC)c2n1C | 1% | 8% | -4% | 13% | 3% | -39 | 9%
COc1ccc(NC(=O)c2cccc3c2C(=O)N(C2CCCCC2)C3)cc1 | 0% | 9% | -1% | -7% | 1% | -28 | -11%
COc1ccc(NC2CCCN(C(=O)CCN3CCCO3)C2)cc1 (stereo unspecified) | -15% | -7% | -3% | -19% | 4% | -31 | -8%
CC(=O)Nc1cc2nn(-c3ccccc3)nc2cc1Cl | -1% | -1% | -36% | -11% | -11% | 140 | 9%

A second format for five compounds above.
| Compound | AmpC inh detg | TbPYK inhibitor | AmpC inh no detg | Sm TGR inh | LmPK inhibitor | HCMV inh | AMA1-RON2 inh |
| --- | --- | --- | --- | --- | --- | --- | --- |
| O=c1oc2ccccc2c(N2CCN(c3ccccc3F)CC2)c1CN1CCCC1 | 15% | 4% | / | -5% | / | -14 | / |
| COc1ccc(NC2CCCN(C(=O)CCN3CCCO3)C2)cc1 (stereo unspecified) | -15% | -7% | -3% | -19% | 4% | -31 | -8% |
| CC[C@H](C)NC(=O)CCCCCn1c(=S)[nH]c2c([nH]c3ccc(OC)cc32)c1=O | 1% | -20% | -11% | -7% | 3% | 55 | 77%[activator] |
| COc1ccc(NC(=O)c2cccc3c2C(=O)N(C2CCCCC2)C3)cc1 | 0% | 9% | -1% | -7% | 1% | -28 | -11% |
| CC(=O)Nc1cc2nn(-c3ccccc3)nc2cc1Cl | -1% | -1% | -36% | -11% | -11% | 140 | 9% |

Screening data as filed in PubChem BioAssay.
